Compound activity (PubChem BioAssay)
T cell modulator – T cell immune modulation candidate; 2C CD8+ T cell-vesicle binding, flow cytometry; hits give low values; calls only at 7 µM; 330,000 tested, 0.068% active; AID 2052;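 active means response, share of CD8 T cells binding vesicles, and their 90th percentile fluorescence all below set limits, cut at about 80% in these data, passing the limit was not always enough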
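material = purified 2C TCR transgenic mouse naive CD8+ T cells | controls = Unloaded micro-vesicles (low), QL9 vesicles with 0.7% DMSO (high) | detection = cytometric PE anti-B7-1 and Alexa647 anti-CD8 signals after 1% paraformaldehyde fixation | incubation = binding step 1.5 h, 37 °C, antibody labelling 20 min, ice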
WT yeast gro inh – growth inhibition of WT yeast, mitochondrial fusion screen; inhibition, % at 10 µM; mitochondrial fusion phenotypic screen, WT strain; 190,000 tested, 2.1% active; in the data active means inhibition above about 58%; tested in S. cerevisiae
Myeloid diff 2 – myeloid differentiation induction. ER-HoxA9 myeloid progenitors, lysozyme-GFP differentiation, flow cytometry. calls only at 10 µM. 360,000 tested, 1% active;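 active means normalized GFP-positive differentiation at or above the plate's own cutoff, the solvent-only control mean plus 3 SD; inconclusive means no clear call, values can overlap the other calls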;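 further: cells exposed to compound for four days before flow analysis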
Ins promoter up – MIN6 insulin promoter up-regulation; MIN6 insulin promoter-GFP reporter, high-content imaging; hits give high values; z-score at 5 µM; 190,000 tested, 0.3% active; AID 1625;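 active means z-score above 3 at 5 µM with at least 500 cells counted in the well; inconclusive means wells under 500 cells, flagged as cytotoxic or low count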
Autophagy HCS – modulators of autophagy | AID 463193 | MEF GFP-LC3 puncta imaging; test concentration mostly 10 µM | calls only at 10 µM (by protocol) | 190,000 tested, 0.98% active;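 active means percentage of spot-positive cells more than 3 SD above its plate mean, without a fluorescence outlier flag or 80% toxicity; inconclusive means no clear call, values can overlap the other calls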;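 further: spot-positive cell cutoff set from DMSO-treated cells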
West Nile antiviral – inhibition of WNV-induced cytopathic effect – cell-based, CPE readout (AID 1621) | West Nile virus-infected cells, CPE inhibition; higher % means a stronger effect | CPE inhibition, % at 10 µM, or IC50 in µM where a hit was titrated | 290,000 tested, 0.02% active; in the data active means a potency from the dose series; inconclusive means CPE inhibition mostly from about 3.7% at the one dose, without a potency; inactive means the rest, 99 in 100 with CPE inhibition below about 2.2%; further: strong numbers were not always called active
b-catenin transl – modulators of beta-catenin nuclear translocation. HeLa beta-catenin nuclear translocation, immunofluorescence imaging. 190,000 tested, 0.3% active. nuclear translocation activity, % at 5 µM;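 active means nuclear translocation activity above 50% at 5 µM, with a well cell count of 50 or more; inconclusive means wells under 50 cells across six images, flagged as toxic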;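 further: per-cell ratio of nuclear to cytoplasmic median beta-catenin stain intensity; plate controls were DMSO negative control for no effect and GSK-3 inhibitor IX positive control for full effect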
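System: HeLa cells, endogenous beta-catenin; compound dosing: 5 µM primary single dose, 0.1% DMSO, 0.02–20 µM confirmation series; incubation: 24 h compound exposure at 37°C, 5% CO2; signal: beta-catenin immunofluorescence imaging with DAPI; evaluation: % activation, nuclear-to-cytoplasmic median beta-catenin signal ratio per cell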
Lipid droplet – modulators of hepatic lipid droplet formation. 240,000 tested, 0.4% active. AID 1656. inhibition, % at 6.5 µM. AML12 mouse hepatocytes, oleate lipid droplets, BODIPY imaging;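 active means lipid droplet intensity inhibited by at least 50%, with more than 500 cells counted; inconclusive means wells with under 300 cells, treated as cytotoxic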
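Technique: fluorescence imaging, 20x objective, two fields per well / Assay system: AML12 hepatocytes (mouse) / Measure: % inhibition of lipid droplet signal / Doses: 6.5 µM single-point dosing / Incubation: overnight exposure / Reagent: 100 µM oleic acid challenge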
MT stabilize HCS – microtubule stabilization, imaging screen; % tubulin-high responders, % at 10 µM; HeLa tubulin immunostaining HCS, 24 h; share of cells brighter than vehicle mean+2SD; 200,000 tested, 0.83% active;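 active means plate Z-score above 3 for both tubulin-high and condensed-nucleus cell shares, with cell loss under 80%, at 10 µM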;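 further: anti alpha tubulin signal scored within the nucleus-defined area of each cell; some results filed as inactive read as strong as hits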
WT yeast gro inh mutant strain – further read-out of WT yeast gro inh, marked with its call; inhibition, %; mitochondrial fusion phenotypic screen, mutant strain inhibition
Ins promoter up cell count – further read-out of Ins promoter up, marked with its call; cell count; measured here: cytotoxicity, nuclei count;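 total cells summed across four imaged fields per well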
Lipid droplet cells 6.5 µM – further read-out of Lipid droplet, marked with its call; cell count; measured here: cell count, cytotoxicity flag;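 cells counted across two imaged fields per well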
b-catenin transl cell count 5 µM – second read-out of b-catenin transl, no call of its own (marks repeat the call); cell count; measured here: cell count, cytotoxicity flag
T cell modulator vesicle-bound % – also measured in T cell modulator; calls as there; double positive events, %; measured here: CD8+ vesicle-bound cell fraction;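 binding gate set so that unloaded-vesicle control wells show 10% double positive cells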
MT stabilize HCS Hoechst-high % – recorded beside MT stabilize HCS, whose call it bears; % Hoechst-high responders; measured here: nuclear condensation Hoechst responders;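 share of cells brighter than vehicle mean plus two SD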
MT stabilize HCS cytotoxicity % – recorded beside MT stabilize HCS, whose call it bears; toxicity, %; measured here: cytotoxicity by cell density;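 0% = mean cell density of plate MIN control wells and 100% = no cells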
Autophagy HCS cell loss 18 h – further read-out of Autophagy HCS, marked with its call; toxicity, %; measured here: cell loss, nuclei count;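 cell loss after 18 h compound exposure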
Myeloid diff 2 GFP+ MAC1+ % – recorded beside Myeloid diff 2, whose call it bears; GFP+ MAC1+ double positive, %; measured here: differentiation confirmed by MAC1 staining
* = called active by the depositor; i = inactive; ? = inconclusive; · = not tested or not shown. Compounds were not picked by outcome; 3.9% or so of the library scored in one or more.

The first three compounds (preview)
No.	Structure	T cell modulator	T cell modulator vesicle-bound %	WT yeast gro inh	WT yeast gro inh mutant strain	Myeloid diff 2	Myeloid diff 2 GFP+ MAC1+ %	Ins promoter up	Ins promoter up cell count	Autophagy HCS	Autophagy HCS cell loss 18 h	West Nile antiviral	b-catenin transl	b-catenin transl cell count 5 µM	Lipid droplet	Lipid droplet cells 6.5 µM	MT stabilize HCS	MT stabilize HCS Hoechst-high %	MT stabilize HCS cytotoxicity %
1	Cc1cc(C)n(/N=C/c2ccccc2O)c(=O)c1	i	65	-13	5	i	0.0	·	·	i	-11	0.9%	0.8	1543	-4	667	3.9	2.9	8.0
2	O=C(NC1CCCCC1)C(c1cccnc1)N(C(=O)c1ccc(Cl)nc1)C1CCCCC1 (stereo unspecified)	i	33	-11	-3	i	0.5	-0.53	1232	i	6	·	-1.1	1130	5	753	2.4	2.0	4.1
3	O=C(C1CCCCC1)N1CCN(S(=O)(=O)c2cccc([N+](=O)[O-])c2)CC1	i	8	·	·	i	0.3	·	·	·	·	-0.4%	·	·	-1	681	·	·	·

Results (from the top)
No.	Structure	T cell modulator	T cell modulator vesicle-bound %	WT yeast gro inh	WT yeast gro inh mutant strain	Myeloid diff 2	Myeloid diff 2 GFP+ MAC1+ %	Ins promoter up	Ins promoter up cell count	Autophagy HCS	Autophagy HCS cell loss 18 h	West Nile antiviral	b-catenin transl	b-catenin transl cell count 5 µM	Lipid droplet	Lipid droplet cells 6.5 µM	MT stabilize HCS	MT stabilize HCS Hoechst-high %	MT stabilize HCS cytotoxicity %
1	Cc1cc(C)n(/N=C/c2ccccc2O)c(=O)c1	i	65	-13	5	i	0.0	·	·	i	-11	0.9%	0.8	1543	-4	667	3.9	2.9	8.0
2	O=C(NC1CCCCC1)C(c1cccnc1)N(C(=O)c1ccc(Cl)nc1)C1CCCCC1 (stereo unspecified)	i	33	-11	-3	i	0.5	-0.53	1232	i	6	·	-1.1	1130	5	753	2.4	2.0	4.1
3	O=C(C1CCCCC1)N1CCN(S(=O)(=O)c2cccc([N+](=O)[O-])c2)CC1	i	8	·	·	i	0.3	·	·	·	·	-0.4%	·	·	-1	681	·	·	·
4	Clc1cccc(OCCn2ccnc2)c1	i	56	·	·	i	1.2	·	·	·	·	-0.4%	·	·	4	801	·	·	·
5	N#Cc1c(N)nc2c3c(sc(=N)c2c1N)NC(=O)CC3c1ccccc1Cl (stereo unspecified)	i	24	-4	-6	i	0.4	1.5	1510	i	-37	11%	-2.9	781	·	·	3.4	2.4	6.6
6	CCCn1nnc(NC(=O)c2ccc(Br)cc2)n1	i	33	-1	-6	i	14	1.5	1166	i	-1	0.2%	1.3	876	7	718	2.1	1.4	1.2
7	CCc1cc(C(=O)c2ccccc2OC)c(N)s1	i	8	13	11	i	21	-0.11	1206	i	3	-0.2%	-3.4	1047	·	·	2.7	4.9	2.7
8	COc1ccccc1C(=O)N1CCN(c2cccc(Cl)c2)CC1	i	34	9	-5	·	·	·	·	i	36	0.1%	56*	246*	32	774	31*	67*	55*
9	Brc1cccc(CNc2nc3ccccc3n2CCN2CCCCC2)c1	i	24	·	·	i	0.2	-0.39	980	·	·	0.2%	0.5	1270	-1	705	·	·	·
10	COc1ccccc1NC(=O)N1CCN(Cc2ccc3c(c2)OCO3)CC1	i	28	·	·	i	0.8	1.3	1381	·	·	-0.2%	0.4	1349	0	674	·	·	·
11	COc1ccc(CN(CC(=O)NC(C)C)C(=O)CCC(=O)Nc2nccs2)cc1	i	21	·	·	i	0.8	·	·	·	·	0.0%	·	·	0	871	·	·	·
12	O=[N+]([O-])c1cccc(NNS(=O)(=O)c2ccccc2F)c1	i	20	·	·	i	0.5	·	·	·	·	-0.3%	·	·	22	836	·	·	·
13	CCN1CCN(c2cc3c(cc2F)c(=O)c(S(=O)(=O)c2ccccc2)cn3C)CC1	i	28	·	·	i	1.6	·	·	·	·	0.2%	·	·	19	765	·	·	·
14	COc1ccccc1C(=O)Nc1onc(C)c1C#N	i	26	8	6	i	0.3	0.09	1475	i	11	0.0%	0.0	1514	6	657	1.5	2.4	2.2
15	CN(CCc1ccccn1)C(=O)CCC1CCCN(C(=O)c2cscn2)C1 (stereo unspecified)	i	57	-4	-4	i	0.2	0.29	1294	i	30	-0.1%	-0.7	1218	-2	709	2.2	1.9	4.0
16	CCOC(=O)c1c(-c2ccc(F)cc2)csc1NC(=O)c1c(-c2ccccc2)noc1C	i	12	-15	2	i	0.4	0.69	1323	i	10	-0.7%	3.3	1073	47	586	4.2	2.4	7.9
17	O=C(O)c1ccc(-c2ccco2)n1Cc1ccccc1	i	45	-16	-8	·	·	0.22	805	i	30	0.4%	·	·	3	728	1.6	1.5	13
18	COc1ccccc1-c1noc(CCC(=O)Nc2ccccc2Cl)n1	i	44	-5	15	i	3.4	-0.23	1411	i	8	-0.6%	0.9	1031	-2	544	2.6	1.5	4.1
19	CCOC(=O)c1[nH]c(C)c(C(=O)OCC(=O)Nc2sc3c(c2C#N)CCCCC3)c1C	i	52	2	7	i	0.0	0.3	1451	i	21	-0.1%	0.2	1471	12	700	2.0	1.2	3.8
20	O=C1C(=O)N(CCCn2ccnc2)C(c2ccc(Br)cc2)/C1=C(\O)c1ccc2c(c1)OCCO2 (stereo unspecified)	i	69	·	·	i	1.6	·	·	·	·	-0.2%	·	·	-36	705	·	·	·
21	O=C(NNC(=O)c1cccs1)c1cccnc1	i	34	·	·	i	0.5	·	·	·	·	-0.4%	·	·	21	780	·	·	·
22	CC1(C)CC(=O)C(CC(=O)NC2CCCc3ccccc32)C(=O)C1 (stereo unspecified)	i	44	-8	3	i	0.4	0.13	1349	i	-7	3.3%	0.8	1064	15	718	2.5	1.8	3.2
23	OC(COCc1ccccc1)CN1CCc2ccccc2C1 (stereo unspecified)	i	45	-18	-19	i	0.3	·	·	i	11	-0.2%	0.2	977	-4	407	2.9	2.3	4.0
24	CCCCCC(=O)NNC1CC(=O)N(c2ccccc2)C1=O (stereo unspecified)	i	23	·	·	i	0.8	·	·	·	·	0.2%	-1.1	1281	13	728	·	·	·
25	Cn1cnnc1SCC(=O)NC1CCCCCC1	i	53	·	·	i	0.6	·	·	·	·	-0.1%	·	·	24	833	·	·	·
26	CCCCOc1ccc(N(CC(=O)NC(C)C)C(=O)CCC(=O)Nc2ccccn2)cc1	i	62	5	5	i	1.2	-0.83	1618	i	10	-0.6%	0.4	972	6	590	1.9	2.7	0.9
27	Oc1ccccc1N1CCN(C(=S)NCCc2ccccc2)CC1	i	6	8	16	i	0.6	0.07	1281	i	-3	-0.5%	0.5	1050	-10	669	2.1	3.3	7.1
28	CC(=O)NCCn1c(SCC(=O)NCc2ccco2)nc2ccccc2c1=O	i	40	-11	18	i	2.5	·	·	i	9	-0.3%	·	·	·	·	2.5	2.8	7.9
29	COc1ccc(/C=C/C(=O)NC(=S)NNC(=O)c2cc(OC)c(OC)c(OC)c2)cc1	i	29	·	·	i	1.8	-1.3	1001	·	·	0.1%	0.2	1316	-14	666	·	·	·
30	CN1CCN(CCN2CCn3c2nc2ccccc23)CC1	i	1	-1	38	i	0.6	-0.73	1364	i	4	0.2%	5.3	1291	·	·	1.1	1.5	2.9
31	COC(=O)c1ccccc1NC(=O)c1ccc(NS(C)(=O)=O)cc1	i	6	30	5	i	0.6	-0.22	1327	i	-2	-0.1%	·	·	22	720	2.0	2.1	5.5
32	COC(=O)c1ccc(CSc2ncnc3sc(C)c(C)c23)o1	i	34	4	3	i	2.5	·	·	i	-5	0.1%	-7.0	1170	0	713	4.2	2.3	9.0
33	O=C(N/C(=C\c1ccco1)C(=O)N1CCOCC1)c1ccccc1Cl	i	12	·	·	i	0.3	·	·	·	·	-0.3%	·	·	-71	670	·	·	·
34	O=C(COC(=O)c1oc2ccccc2c1COc1ccccc1)NCCN1C(=O)CSC1=O	i	36	-4	-4	i	0.5	0.9	1351	i	-37	0.5%	-0.9	1066	-3	688	1.9	3.7	5.7
35	C/C(=N\NC(=O)c1ccc(Br)cc1)c1cccnc1	i	67	·	·	i	5.8	·	·	·	·	-0.3%	·	·	-5	829	·	·	·
36	COc1ccccc1C#Cc1ccc2c(=O)c3ccccc3n(C)c2c1	i	10	·	·	i	0.5	·	·	·	·	0.4%	·	·	7	860	·	·	·
37	O=C(NCCCN1CCN(c2ccccc2F)CC1)C1CCC(=O)N1C1CCCC1 (stereo unspecified)	i	39	9	1	i	2.6	-0.42	1212	i	22	-0.1%	1.5	499	-103	737	3.9	1.5	10
38	O=C(CSCC(=O)Nc1ccccc1)N/N=C/c1c(O)ccc2ccccc12	i	24	2	-10	?	·	-1.3	1230	i	43	·	7.0	1300	·	·	2.1	1.1	28
39	C/C(=N/NC(=O)c1ccccc1)c1ccc(NC(=O)C(F)(F)F)cc1	i	62	13	6	i	0.1	0.04	1420	i	7	0.2%	0.6	1477	22	620	3.9	1.3	5.7
40	CCN(CC)c1ccc(S(=O)(=O)N2CCOCC2)cc1NC(=O)CSC(=S)N1CCCC1	i	51	·	·	i	4.4	·	·	·	·	-0.4%	·	·	-4	832	·	·	·
41	CNC(=O)c1nnc(Cc2ccc(F)cc2)o1	i	49	-11	-1	i	2.0	-0.31	1002	i	-8	-0.2%	-0.8	1192	·	·	5.8	3.0	6.9
42	FC(F)(F)c1cccc(OCC2CNC(=S)O2)c1 (stereo unspecified)	i	59	·	·	i	0.3	0.16	964	·	·	0.1%	0.0	1349	40	677	·	·	·
